SENP1 inh = human SENP1 catalytic domain inhibitors, primary screen, biochemical, FRET, uHTS | Sentrin-specific protease 1 (Homo sapiens), Q9P0U3 | recombinant SENP1 catalytic domain, CyPet-SUMO1-YPet FRET cleavage | inhibition, % at 10 µM | 360,000 tested, 0.21% active | AID 624204, 2012;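 active = inhibition at least 30% at 10 µM, raw YFP signal under a set limit, fluorescence ratio 0.5 to 1.5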;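 also: 0% = enzyme with DMSO and 100% = no enzyme wells; some results filed as inactive read as strong as hits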
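Test system: hSENP1 catalytic domain, recombinant; Amount: 20 pM final SENP1 enzyme; Medium: Tris pH 8 buffer plus EDTA, NaCl, BME, BSA, NP40, catalase; Schedule: 50 min enzyme reaction, room temperature, light-protected; Technique: FRET fluorescence in CFP and YFP emission channels; Controls: no-enzyme wells low, DMSO-plus-enzyme wells high control.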
ATG4B inhibitor = ATG4B protease inhibitors, primary screen, biochemical, fluorescence, uHTS; ATG4B cleavage of LC3-PLA2, NBD-HPC fluorescence, 1 h; AID 504462, 2011; Cysteine protease ATG4B (Homo sapiens), Q9Y4P1; inhibition, % at 8.33 µM; 340,000 tested, 0.51% active; in the data active = inhibition above about 40%
Target sequence (Q9Y4P1 whole entry, looked up): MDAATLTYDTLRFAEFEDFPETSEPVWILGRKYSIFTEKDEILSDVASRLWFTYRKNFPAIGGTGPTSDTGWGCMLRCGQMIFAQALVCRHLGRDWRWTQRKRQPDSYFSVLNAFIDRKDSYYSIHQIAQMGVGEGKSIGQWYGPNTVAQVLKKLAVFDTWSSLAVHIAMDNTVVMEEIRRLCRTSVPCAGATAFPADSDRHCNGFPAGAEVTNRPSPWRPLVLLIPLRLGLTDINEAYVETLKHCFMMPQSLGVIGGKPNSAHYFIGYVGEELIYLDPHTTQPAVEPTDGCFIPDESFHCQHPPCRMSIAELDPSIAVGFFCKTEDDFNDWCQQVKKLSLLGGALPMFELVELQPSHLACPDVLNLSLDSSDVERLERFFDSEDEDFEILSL
hIAP act = human IAP activators, primary screen, biochemical, luminescence, uHTS; Intestinal-type alkaline phosphatase (Homo sapiens), P09923; 330,000 tested, 0.16% active; purified human IAP, CDP-Star luminescence, 30 min; active compounds read high; 1 = vehicle-only enzyme, 0 = enzyme-free background; activation factor at 10 µM; AID 2524, 2010;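 active = activation factor of the enzyme at least 2-fold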; also: the source names both 10 and 20 µM as test concentration; values of inactives mirror those of a sister screen read the other way
SENP6 inh = SENP6 protease inhibitors, primary screen, biochemical, luminescence, uHTS; Recombinant SENP6 catalytic domain, aminoluciferin luminescence; 330,000 tested, 1.8% active; Sentrin-specific protease 6 (Homo sapiens), Q9GZR1; inhibition, % at 10 µM;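 active = inhibition above about 50% at the single tested dose, limit read from the data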;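 also: plate controls were DMSO wells with enzyme for no effect and DMSO wells lacking enzyme for full effect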
Target sequence (Q9GZR1 628-1112 limits assumed): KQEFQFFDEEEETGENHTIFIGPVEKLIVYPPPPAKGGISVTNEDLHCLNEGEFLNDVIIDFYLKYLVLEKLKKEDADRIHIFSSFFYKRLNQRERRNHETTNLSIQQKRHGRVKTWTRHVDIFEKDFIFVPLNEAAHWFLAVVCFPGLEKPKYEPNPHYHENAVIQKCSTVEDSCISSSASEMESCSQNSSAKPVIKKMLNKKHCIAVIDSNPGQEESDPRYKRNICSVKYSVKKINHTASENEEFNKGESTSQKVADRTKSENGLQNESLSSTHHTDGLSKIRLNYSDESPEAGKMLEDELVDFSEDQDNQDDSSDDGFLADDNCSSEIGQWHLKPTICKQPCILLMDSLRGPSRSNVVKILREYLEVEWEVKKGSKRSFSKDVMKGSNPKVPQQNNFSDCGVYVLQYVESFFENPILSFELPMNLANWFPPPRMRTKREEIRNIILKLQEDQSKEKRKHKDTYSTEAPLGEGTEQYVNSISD
NR3A LBD binder = binders of NR3A ligand-binding domain, primary screen, biophysical, differential scanning fluorimetry, uHTS | Glutamate receptor ionotropic, NMDA 3A (GRIN3A) ligand-binding domain | NR3A LBD differential scanning fluorimetry, Tm shift; 0% = protein alone, 100% = glycine-bound protein | Tm shift relative to glycine control, % at 25 µM | 340,000 tested, 2.5% active;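 active = melting temperature shift of at least 10% of the positive control shift, at one fixed dose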
PfG6PD inh = PfG6PD enzyme inhibitors, primary screen, biochemical, fluorescence intensity, uHTS. PfGluPho enzyme, NADPH resazurin-diaphorase fluorescence. 350,000 tested, 0.78% active. glucose-6-phosphate dehydrogenase-6-phosphogluconolactonase (Plasmodium falciparum 3D7). inhibition, % at 20 µM. AID 504690, 2011;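 active = inhibition reaching at least a set limit at 20 µM in the primary screen, cut at about 59% in these data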;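 also: 0% = DMSO wells with substrate and 100% = DMSO wells lacking glucose-6-phosphate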
SENP8 inh = human SENP8 protease inhibitors, primary screen, biochemical, fluorescence, Nedd8 protein substrate, uHTS. Sentrin-specific protease 8 (Homo sapiens), Q96LD8. 360,000 tested, 0.64% active. recombinant SENP8. inhibition, % at 20 µM; in the data active = inhibition mostly above about 40%, no sharp cut-off; inactive = mostly below about 27%
Target sequence (Q96LD8 whole entry, looked up): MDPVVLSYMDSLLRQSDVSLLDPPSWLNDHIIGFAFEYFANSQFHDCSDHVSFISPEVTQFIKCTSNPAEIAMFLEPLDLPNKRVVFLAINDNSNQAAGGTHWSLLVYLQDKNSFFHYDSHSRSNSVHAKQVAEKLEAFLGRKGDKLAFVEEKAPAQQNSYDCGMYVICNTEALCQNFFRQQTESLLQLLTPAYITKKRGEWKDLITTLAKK
MPTP block = mitochondrial permeability transition pore inhibitors, primary screen, biochemical, isolated mouse mitochondria, absorbance; Ca2+ swelling absorbance, 30 min; inhibition, % at 10 µM; 360,000 tested, 1.4% active; AID 602449, 2012;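 active = inhibition of 50% or more, scaled per plate between neutral and stimulator controls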;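 also: 0% = DMSO wells given calcium and 100% = 1 mM EGTA wells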
The depositor's hits bear a star; . = no result given.

SMILES	SENP1 inh	ATG4B inhibitor	hIAP act	SENP6 inh	NR3A LBD binder	PfG6PD inh	SENP8 inh	MPTP block
Nc1nc(SCc2nc3scc(-c4ccccc4)c3c(=O)[nH]2)n[nH]1	-14.3	-9.4	1.83	-9.1	1.7	3.5	10.2	-1.4
C[C@@H]1CN([C@@H](C)CO)C(=O)c2cc(Br)cnc2O[C@H]1CN(C)C(=O)Nc1ccc2c(c1)OCO2	-0.9	.	.	.	.	28.6	3.6	0.1
CC(C)CN(CC(C)C)C(=O)Nc1ccc(F)cc1F	0.4	1.1	1.09	1.0	0.6	-10.0	15.8	1.0
CCc1ccc([C@@H]2CC=C(C(=O)O)[C@H](c3ccc(F)cc3)N2S(=O)(=O)c2ccc(C)cc2)cc1	1.3	13.7	1.09	-15.0	-0.2	-15.6	8.7	0.9
CC(C)Sc1nnc(SCC(=O)NCCCN2CCCC2=O)s1	2.2	-11.0	1.15	6.1	0.5	4.9	2.1	-1.8
O=C(O)CCNC(=S)Nc1cccc(F)c1	-0.7	-0.4	1.04	-16.6	-1.6	-12.1	11.2	2.0
Brc1ccc(NCc2nnc3n2CCCCC3)cc1	2.6	-0.6	1.07	-10.4	-1.3	-19.6	8.2	-1.4
COc1ccc(CNC(=O)COC(=O)c2cccc(S(=O)(=O)N3CCOCC3)c2)cc1	1.2	1.7	0.966	-20.7	-0.3	-20.4	2.0	-0.9
COc1ccc(CN2CCCC(C(=O)Nc3cccc(-n4cnnn4)c3)C2)c(C)c1C (stereo not drawn)	0.3	-10.4	1.1	24.7	-3.0	0.6	18.1	1.0
Cc1ccc2c(c1)C(CCN)C(=O)N2Cc1ccccc1 (stereo not drawn)	-0.4	-10.2	1.08	1.7	2.3	-14.9	8.0	1.9
O=S(=O)(Nc1ccc(-c2cn3c(n2)SCC3)cc1)c1cccs1	-5.3	6.4	1.02	-14.5	-3.7	12.3	2.3	5.3
O=C(Cn1cnc2ccccc21)NCCCN1CCOCC1	0.5	0.5	0.867	-0.6	-0.1	-3.1	6.7	-0.9
Cc1noc(C)c1CC(=O)Nc1ccc2c(c1)OCO2	-6.3	3.3	1.03	-3.6	3.1	14.2	-5.1	0.8
COc1ccc(CNC(=O)CCC(=O)Nc2nnc(C(C)C)s2)cc1	2.9	2.3	0.793	1.4	-0.1	-5.2	19.7	-0.6
Cc1cc2n(n1)C(c1cn(-c3ccccc3)nc1C)Nc1c(C)cccc1-2 (stereo not drawn)	-3.0	-5.9	1.06	-6.7	0.6	-18.5	-268.8	-1.6
O=C(N/N=C/c1ccccn1)c1cc(-c2ccncc2)nc2ccccc12	-7.0	-11.5	1.15	-7.3	-1.0	12.8	1.4	-0.7
COc1ccc2[nH]c3c(c2c1)CCN1C(=O)C(CC(=O)NCCC2=CCCCC2)C[C@H](C(=O)N2CCOCC2)[C@@]31CCC1CCCC1 (stereo partly drawn)	1.3	.	.	.	0.2	-11.2	8.3	-1.3
COc1ccc(CCNC(=O)C2(C)CCC(=O)N2CCC(C)C)cc1OC (stereo not drawn)	1.8	-0.7	0.999	6.9	-1.8	-23.0	4.8	-2.2
COCc1cc(=O)[nH]c(-c2ccccc2)n1	0.2	-7.2	1.04	-10.8	-5.6	-16.9	39.5	-1.0
CN(C)/C=C1/C=C(C=O)OC1=O	-8.1	2.7	0.966	-32.7	0.9	13.3	-4.5	2.4
Cc1ccn2cc(-c3ccc(NC(=O)c4ccco4)cc3)nc2c1	0.7	-3.7	1.05	75.5*	28.9*	30.8	-50.8	-0.9
CC(=O)N/N=C(\C)c1cccc(C(F)(F)F)c1	6.9	-3.8	1.07	0.2	-1.1	-3.7	26.7	8.8
COc1ccc(C(OCC(O)CNCCc2ccc(S(N)(=O)=O)cc2)c2ccc(OC)cc2)cc1 (stereo not drawn)	0.0	-10.1	1.22	-2.7	1.6	11.6	18.6	0.4
CCn1ncc(C2=NOC(C(=O)Nc3c(C)nn(Cc4ccc(F)cc4)c3C)C2)c1C (stereo not drawn)	1.9	-0.6	0.944	-4.3	0.4	3.0	11.6	-2.6
COCCn1c(=O)[nH]c(=O)c2c(C(F)(F)F)cc(-c3cccs3)nc21	-7.1	-9.5	0.93	-6.0	0.5	-1.9	-406.7	3.0
COC(=O)CSc1nnc(-c2ccccc2OC)o1	1.5	-0.1	0.947	-3.4	0.3	-6.1	6.7	-1.8
C#Cc1ccc([C@@H]2C=C(C(=O)N3CCOCC3)O[C@H](OCC)[C@H]2CCCO)cc1	2.6	-13.4	1.14	-17.2	0.7	0.0	21.3	-2.5
CC(C)(C)NC(=O)c1cccc(NC(=O)Cc2cccs2)c1	2.3	-0.5	1.06	-5.7	-2.5	13.7	10.7	-3.2
O=C1COCC(=O)N1CCc1c[nH]c2ccccc12	2.1	-4.0	1.1	-1.2	1.1	0.2	1.4	0.3
CCOc1ccccc1N1CC(C(=O)Nc2cc(S(C)(=O)=O)ccc2Cl)CC1=O (stereo not drawn)	2.0	-2.4	1.05	-7.5	-0.4	1.1	-0.7	-0.9

Full records as entered above. Screens in order: SENP1 inh, ATG4B inhibitor, hIAP act, SENP6 inh, NR3A LBD binder, PfG6PD inh, SENP8 inh, MPTP block
COCc1cc(=O)[nH]c(-c2ccccc2)n1 as listed: 0.2, -7.2, 1.04, -10.8, -5.6, -16.9, 39.5, -1.0
COc1ccc(CCNC(=O)C2(C)CCC(=O)N2CCC(C)C)cc1OC (stereo not drawn) as listed: 1.8, -0.7, 0.999, 6.9, -1.8, -23.0, 4.8, -2.2
COc1ccc2[nH]c3c(c2c1)CCN1C(=O)C(CC(=O)NCCC2=CCCCC2)C[C@H](C(=O)N2CCOCC2)[C@@]31CCC1CCCC1 (stereo partly drawn) as listed: 1.3, ., ., ., 0.2, -11.2, 8.3, -1.3
O=C1COCC(=O)N1CCc1c[nH]c2ccccc12 as listed: 2.1, -4.0, 1.1, -1.2, 1.1, 0.2, 1.4, 0.3
CN(C)/C=C1/C=C(C=O)OC1=O as listed: -8.1, 2.7, 0.966, -32.7, 0.9, 13.3, -4.5, 2.4

Going on with the list.
SMILES	SENP1 inh	ATG4B inhibitor	hIAP act	SENP6 inh	NR3A LBD binder	PfG6PD inh	SENP8 inh	MPTP block
O=C(NCCc1cnc[nH]1)c1ccc(-c2ccccc2)cc1	1.8	-10.1	1.01	-11.8	-2.2	-2.8	31.7	-0.3
CC1(C)C(c2cccs2)=[N+]([O-])C2(CCCCC2=O)N1O (stereo not drawn)	1.2	0.2	0.999	-3.1	-0.1	-8.4	7.9	1.0
CCOCCCNS(=O)(=O)c1ccc2c(c1)OCCO2	3.2	-3.6	0.84	-1.9	0.7	0.8	9.5	-1.8
O=C(NCC1CCCO1)c1ccc(Br)c(S(=O)(=O)N2CCOCC2)c1 (stereo not drawn)	-0.7	-2.6	0.985	-0.8	-2.7	-3.2	18.6	-2.8
CCOc1ccc2nc(SCC(=O)c3ccc(O)cc3O)sc2c1	-2.1	2.6	1.02	3.4	16.5*	-6.6	4.6	3.0
CCCn1nc(C(=O)OCC(=O)NC(C)c2ccccc2)c2ccccc2c1=O (stereo not drawn)	1.2	-6.5	1	-7.8	-1.1	-22.4	12.4	1.2
COc1ccc(C(=O)NC(=S)N2CCC(C)CC2)cc1	2.5	-14.2	1.11	-6.0	2.9	15.4	15.8	-0.8
Cc1[nH]c2ccccc2c1CCN(Cc1cccnc1)C(=S)Nc1ccc(F)cc1	-6.4	-12.6	1.15	1.2	-8.7	16.5	3.8	-0.7
Cc1ccc(-n2c(-c3ccccc3)c[nH]c2=S)cc1	0.1	6.8	1.21	-4.9	-4.0	42.5	0.6	-2.0
Fc1ccccc1NC(=S)NN(Cc1ccccc1)c1ccccc1	1.4	-8.9	0.754	2.7	-0.2	7.2	17.3	-0.3
FC(F)(F)c1ccccc1C1=CC(c2ccccc2)n2ncnc2N1 (stereo not drawn)	-33.6	-6.4	1.05	-4.6	-0.3	-14.9	-386.7	1.7
COc1cc(NC(=S)N2CCN(C(=O)c3ccco3)CC2)c(OC)cc1Cl	-0.6	3.8	0.89	9.2	-1.7	-5.0	22.3	0.4
COc1ccc(NC(=O)Cn2ncn3nc(-c4ccc(OC)cc4)cc3c2=O)cc1	1.5	-6.5	0.951	-11.0	-2.4	-4.6	0.7	-1.1
CNC(=S)NCc1ccc2[nH]c(C)cc2c1	1.2	-3.1	0.984	-15.5	-1.9	13.4	1.6	-0.7
O=C1NN(c2ccccc2)C(=O)/C1=C\c1ccccc1	-1.7	0.3	1.17	11.7	3.2	3.3	13.0	-1.9
CCOC(=O)C1=C(C)N(CCCCCC(=O)O)C(=O)NC1c1ccccc1OC(=O)c1cccs1 (stereo not drawn)	.	3.5	0.915	-5.1	-0.5	-11.3	.	.
COc1ccccc1NC1=NCC(=O)N1Cc1ccccc1	0.9	-9.7	0.935	-8.0	0.6	-13.6	14.3	-2.5
COc1ccc(C(C)(C)C)cc1NC(=O)Cn1cnnn1	-0.2	1.8	1.17	-31.7	-0.4	5.0	11.6	0.7
CCOc1cc(OCC)nc(S(C)(=O)=O)n1	0.3	-3.0	1.04	-1.2	0.6	-12.5	18.6	-0.3
CC(=O)Oc1ccc(C(=O)Nc2cccc(C(=O)c3cccc(NC(=O)c4ccc(OC(C)=O)cc4)c3)c2)cc1	1.0	30.9	0.976	2.5	0.4	-18.4	17.6	-1.8
Cc1ccc(C(=O)NCC(C)NC(=O)c2ccc(C)c(C)c2)cc1C (stereo not drawn)	1.5	-1.6	0.919	-23.0	2.7	-3.3	12.4	2.8
COc1cc(OC)c(C2C3=C(CCCC3=O)Nc3nc4ccccc4n32)cc1OC (stereo not drawn)	-3.2	0.8	0.894	-8.0	0.1	12.3	-121.8	-2.0
CN1CC=C2C(C#N)=C(N)C(C#N)(C#N)C(Cc3ccccc3)C2C1 (stereo not drawn)	-25.4	-0.5	.	.	0.0	15.9	-331.6	0.5
O=C(CSc1nc2ccccc2c(=O)n1NC(=O)Cc1ccccc1)NCc1ccccc1Cl	4.1	4.7	1.04	8.5	-2.7	-9.8	3.9	3.3
CCOCCCNC(=O)C(c1ccc(OC)cc1)N(Cc1cccs1)C(=O)CNC(C)=O (stereo not drawn)	1.2	-2.4	0.938	-9.0	-0.4	-6.1	21.5	-1.5
CC(C)Cc1ccc(CN2CCCC(NC(=O)c3ccnn3C)C2)cc1 (stereo not drawn)	-1.3	42.3*	1.19	-2.3	0.5	22.7	9.8	-0.4
Cc1ccc(C(=O)OCC(=O)NCCNC(=O)COC(=O)c2ccc(C)s2)s1	2.2	4.5	1.07	2.3	-1.7	13.4	2.0	-1.2
Cc1ccc2nc(C)c(C(=O)NN=C3CCN(C)CC3)n2c1	-3.1	-4.0	1.16	1.0	-1.8	3.6	8.5	2.8
COC(=O)c1ccc2c(c1)N(C)C(=O)CS2	1.8	4.0	0.997	-9.1	0.6	0.9	12.6	-0.9
COc1ccc(NC(=O)CSc2nnc(-c3cccnc3)n2Cc2ccco2)c(OC)c1	0.7	1.0	.	.	-0.4	-10.1	13.3	-3.3
O=C(Nc1cccc([N+](=O)[O-])c1)c1ccc([N+](=O)[O-])o1	-0.3	.	.	.	.	37.0	37.7	-3.3
CCC(=O)Nc1cccc(NC(=O)c2ccccc2Br)c1	3.2	-6.7	1.07	16.8	-0.9	-0.6	5.0	-0.2
